Screening results: PubChem BioAssay, several laboratories
PREPL inhibitor – human PREPL enzyme inhibition | Q4J6C6 | recombinant PREPL, fluorescence polarization activity-based probe | inhibition, % at 5.96 µM | hit rate 0.68% among 320,000; in the data active means inhibition above about 43%;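 further: 0% = enzyme with DMSO and 100% = wells lacking enzyme; many of its hits are not listed in these tables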
Target sequence (Q4J6C6 whole entry, looked up): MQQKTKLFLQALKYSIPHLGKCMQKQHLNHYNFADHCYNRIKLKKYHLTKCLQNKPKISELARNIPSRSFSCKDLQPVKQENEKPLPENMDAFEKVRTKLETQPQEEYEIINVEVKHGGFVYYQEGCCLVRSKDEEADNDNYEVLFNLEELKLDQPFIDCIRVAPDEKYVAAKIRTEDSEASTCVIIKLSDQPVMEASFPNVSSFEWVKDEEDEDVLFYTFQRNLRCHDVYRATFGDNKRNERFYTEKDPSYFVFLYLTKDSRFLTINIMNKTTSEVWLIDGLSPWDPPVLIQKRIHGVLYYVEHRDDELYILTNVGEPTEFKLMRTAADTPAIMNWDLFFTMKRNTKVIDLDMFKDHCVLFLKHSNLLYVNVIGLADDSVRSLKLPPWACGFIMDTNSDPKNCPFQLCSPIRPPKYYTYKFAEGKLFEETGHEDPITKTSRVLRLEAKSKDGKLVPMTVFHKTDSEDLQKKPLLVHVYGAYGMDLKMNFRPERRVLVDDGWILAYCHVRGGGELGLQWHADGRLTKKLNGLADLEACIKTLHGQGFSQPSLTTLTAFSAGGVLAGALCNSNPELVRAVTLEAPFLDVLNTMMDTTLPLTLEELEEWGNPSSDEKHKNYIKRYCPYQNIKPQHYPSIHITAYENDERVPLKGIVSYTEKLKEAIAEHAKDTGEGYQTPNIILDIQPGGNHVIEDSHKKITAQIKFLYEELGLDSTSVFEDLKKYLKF
PP5 primary – inhibitors of human protein phosphatase 5 (PP5). P53041. purified PP5c, OMFP substrate fluorescence. inhibition, % at 6.7 µM. hit rate 0.18% among 320,000. AID 1987;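 active means inhibition above the campaign's mean inhibition across all tested compounds plus 3 SD, cut at about 9.5% in these data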;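 further: 0% = DMSO only and 100% = 100 µM cantharidin control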
CTSL1 counter – cathepsin L1 inhibition, PFM18AAP counter-screen. hit rate 0.49% among 300,000. inhibition, % at 5.96 µM. recombinant F. hepatica cathepsin L1, Z-Leu-Arg-MCA fluorescence. AID 1906;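 active means inhibition above the mean of all tested compounds plus 3 SD, set per screening campaign, cut at about 17% in these data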;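 further: 0% = plate median of test compound wells and 100% = 1 µM Z-Phe-Ala-diazomethylketone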
core dimer inh – blocks dimerization of HCV core protein; TR-FRET GST/Flag-core106 dimerization, 1536-well; inhibition, % at 5 µM; hit rate 0.33% among 300,000; AID 1899;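 active means inhibition above the mean of all tested compounds plus 3 SD, set per screening campaign, cut at about 45% in these data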
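Material: Tagged HCV core106 pair (GST and Flag) | Amount: GST-core106 13.5 nM, Flag-core106 17 nM | Medium: KF-containing HEPES buffer, pH 7.45, DTT, CHAPS, BSA | Reagent: Eu donor and XL665 acceptor anti-tag antibodies | Schedule: 4 h at 22.5 °C | Technique: Time-resolved FRET, ex 340 nm, em 617 and 671 nm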
PP1 inh – counter-screen for PP5 inhibitors: inhibitors of human PP1-alpha. purified PP1alpha, OMFP fluorescence. inhibition, % at 6.7 µM. P62136. hit rate 0.9% among 320,000;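 active means inhibition above the mean inhibition of all tested compounds plus 3 SD, computed separately for each screening campaign, cut at about 15% in these data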
Target sequence (P62136 whole entry, looked up): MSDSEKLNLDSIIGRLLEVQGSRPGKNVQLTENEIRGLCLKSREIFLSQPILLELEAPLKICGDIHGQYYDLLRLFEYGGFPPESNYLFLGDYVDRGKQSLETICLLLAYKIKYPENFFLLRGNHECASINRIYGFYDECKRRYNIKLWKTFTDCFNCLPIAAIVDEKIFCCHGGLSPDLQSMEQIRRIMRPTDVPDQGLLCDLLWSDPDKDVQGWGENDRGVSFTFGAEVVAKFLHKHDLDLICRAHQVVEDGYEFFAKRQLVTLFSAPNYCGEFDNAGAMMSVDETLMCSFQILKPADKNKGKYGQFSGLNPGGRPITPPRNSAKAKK
EBNA-1 inh – blocks EBNA-1 binding to DNA; EBNA-1 DNA binding, fluorescence polarization; inhibition, % at 14.8 µM; hit rate 0.34% among 300,000; AID 1950; in the data active means inhibition above about 28%
TPT1 inhibitor – inhibitors of Candida albicans tRNA 2'-phosphotransferase TPT1 | AID 1962 | recombinant caTPT1, FP RNA substrate dephosphorylation | hit rate 0.81% among 300,000 | inhibition, % at 5 µM;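 active means inhibition above the mean of all tested compounds plus 3 SD, set per screening campaign, cut at about 24% in these data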;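 further: plate controls were DMSO alone for no effect and ferristatin control at 100 nM for full effect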
ZTA DNA inh – counter-screen for EBNA-1 inhibitors: inhibitors of Epstein-Barr virus ZTA; P03206; ZTA-DNA binding, fluorescence polarization; inhibition, % at 11 µM; hit rate 0.15% among 320,000; AID 2234; in the data active means inhibition above about 33%
Efflux pump mplx – blocks antifungal efflux pumps in multiplex yeast assay; hit rate 0.44% among 330,000; AID 485275; inhibition, % at 10 µM; S. cerevisiae Candida pump triplex, Nile Red efflux;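 active means plate passing quality check with inhibition over a set limit, or well fluorescence over plate mean plus 4 SD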;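 further: Nile Red retained in pooled yeast measured as flow cytometry median fluorescence; 0% = buffer negative control and 100% = Enniatin B positive control; higher means more Nile Red kept so more efflux inhibition; some compounds called inactive have numbers as strong as hits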
The depositor's hits bear a star; nt = no result given. An excerpt; count on the stated rates, not on these rows.

structure	PREPL inhibitor	Efflux pump mplx	PP5 primary	TPT1 inhibitor	ZTA DNA inh	PP1 inh	CTSL1 counter	core dimer inh	EBNA-1 inh
COc1cccc(CNC(=O)COC(=O)CCCNC(=O)c2ccc(Cl)cc2)c1	-11	0.0	0.3	-5	-6	-5	0	2	-2
Cc1csc(NC(=O)CSc2ccc(-c3ccc(F)cc3)nn2)n1	-3	0.0	-1.5	-4	-13	-4	6	-5	-9
Cc1ccc(C(C(=O)NC2CCCC2)N2CCCCC2)cc1 (stereo not given)	-2	0.0	2.5	-1	-1	-3	2	-19	-3
CCc1nn2c(=O)cc(COc3cccc(NC(=O)c4ccco4)c3)nc2s1	2	-0.3	-0.8	-1	-6	-1	2	22	-8
CCOC(=O)/C(=N/Nc1ccccc1)c1csc(Nc2ccccc2)n1	8	-0.2	1.3	-1	-2	0	5	0	2
COc1ccc(C(=O)CC(CC(=O)c2ccc(OC)cc2)C(=O)O)cc1	6	-0.1	0.6	0	5	3	-1	9	4
CC(C)=NN1C(=O)c2ccccc2NC1(C)C	8	0.1	-2.2	0	-15	-4	3	0	-3
Brc1c(-c2ccc3c(c2)OCO3)nc2ncccn12	1	0.0	0.7	-2	11	-3	1	1	5
Cc1ccccc1-n1ncc2c(SCC(=O)NC3CCCC3)ncnc21	10	0.0	0.2	-3	-6	1	3	-13	9
CCCCc1nnc(NC(=O)COc2ccc3c(C)cc(=O)oc3c2)s1	18	-0.1	0.8	1	5	-3	3	4	-1
CC(=O)Nc1ccc(/C=N/NC(=S)NC(C)C)cc1	-3	-0.1	0.3	4	5	-6	8	-2	2
COc1ccc(C2C3=C(CCCC3=O)Nc3nc(C(F)(F)F)nn32)c(OC)c1OC (stereo not given)	-2	0.1	0.8	-5	-22	3	3	-3	-3
CC(=O)N1CCN(C2=Nc3cccc4cccc2c34)CC1	3	-0.1	1.0	-12	-2	-7	3	-4	3
Cc1ccc(C2CC(C(F)(F)F)n3nc(C(=O)Nc4c(C)n(C)n(-c5ccccc5)c4=O)cc3N2)cc1 (stereo not given)	3	0.0	0.4	2	12	1	-2	4	1
CC(C)c1nc(CNC(=O)CC2C(=O)NCCN2Cc2cccc(F)c2F)cs1 (stereo not given)	0	-3.1	-1.1	-3	14	-2	4	0	8
COc1cc(NC(=O)CCNS(=O)(=O)c2cc(Br)cnc2N)cc(OC)c1	5	0.0	1.4	4	0	-5	1	-8	9
CC(C)(C)NC(=O)c1cc([N+](=O)[O-])ccc1N1CCCCC1	22	0.1	0.2	8	-1	-4	0	-1	5
CCCCOc1ccc(C(=O)OCC(=O)Nc2cc(C)c(C)cc2[N+](=O)[O-])cc1	6	0.1	-0.2	21	26	-2	4	12	16
CC(C)CC1Nc2ncnc(N3CCCCC3)c2N(Cc2ccc(Br)cc2)C1=O (stereo not given)	2	0.1	2.3	1	-9	8	1	6	10
CN(C(=O)CCNC(=O)Cn1cnc2ccccc2c1=O)c1ccc(F)cc1	-3	0.1	0.9	0	-10	-3	-3	7	-2
O=C(Cc1ccccc1)NC(=S)Nc1cccc(C(F)(F)F)c1	-36	0.0	7.0	0	8	6	0	1	3
COC(=O)C(C)Sc1nnc2n(-c3cccc(C)c3)c(=O)c3c4c(sc3n12)CCCC4 (stereo not given)	7	0.1	2.4	-1	22	1	3	10	1
COc1cccc(NC(=S)NN2CCN(C)CC2)c1	5	-0.3	2.3	-3	7	2	-3	-12	-4
C=CCN(CC=C)CCCOc1ccc(C)cc1OC	-15	0.1	3.4	-3	-3	1	1	-9	-9
COc1ccc(NC(C)C(=O)Nc2cc(C(F)(F)F)ccc2N2CCOCC2)c(OC)c1 (stereo not given)	14	0.1	0.2	1	21	0	4	7	-3
O=C(O)C1C2C=CC(C2)C1C(=O)NCc1ccco1 (stereo not given)	-4	0.0	-1.6	-9	2	-4	-4	3	-6
O=C1C=C(c2ccc3[nH]ccc3c2)CCC1	-5	-0.1	-1.5	3	1	-5	1	5	2
CC1CCCN(CCOCCOc2ccc(Br)cc2Cl)C1 (stereo not given)	30	-0.2	2.2	-1	-10	3	-1	-3	-2
Cc1csc(NC(=O)CS(=O)(=O)Cc2ccccc2)n1	2	-0.1	4.2	2	-13	-1	0	3	-6
CC(=O)Nc1ccc(Nc2cc(C)nc(Nc3ccc(NC(C)=O)cc3)n2)cc1	36	-0.2	2.2	nt	1	11	nt	nt	nt
CCCCN(C(=O)c1ccc(C)o1)c1c(N)n(CCCC)c(=O)[nH]c1=O	-1	-0.1	-2.3	-3	2	-1	-4	-2	7
Nc1nc(SCc2ccccc2)[nH]c(=O)c1-c1ccccc1	-2	0.4	6.2	-1	5	-8	-10	1	-6
Cc1ccc(C)c(OCC(=O)O/N=C(\N)c2cccc([N+](=O)[O-])c2)c1	4	-0.1	-3.0	1	7	-3	-4	3	7
Cc1nc2c(cc(Oc3ccc(S(=O)(=O)N4CCOCC4)cn3)c3ccsc32)s1	7	0.0	-0.1	0	8	-2	0	34	10
CCCCn1c(N)c(N(Cc2ccccc2OC)C(=O)CN2C(=O)NC3(CCCC3)C2=O)c(=O)[nH]c1=O	22	-0.1	-2.3	-5	-17	-3	-2	-4	4
COc1cc([C@@H]2CC=C(C(=O)O)[C@H](c3cccc(Cl)c3)N2S(=O)(=O)c2ccc(C)cc2)cc(OC)c1OC	-1	0.0	0.6	3	1	3	-3	4	5
CCOc1cc(/C=N/NC(=O)c2cc(C)[nH]n2)ccc1OC(=O)c1ccc([N+](=O)[O-])cc1	7	0.0	1.3	0	0	-3	3	-2	3
COc1ccccc1CCC(=O)Nc1ncc(C)s1	-7	0.1	2.8	0	-12	1	2	0	-9
O=S(=O)(Nc1cccnc1)c1cccc(Cl)c1	0	0.1	2.2	-1	-1	1	-2	0	3
CN(Cc1ccccc1)S(=O)(=O)c1ccc2c(c1)CCC(=O)N2	5	0.4	3.6	1	-3	-2	0	-6	-14
CC1(C)CC(N2CN(C3CCCCC3)CC2=O)CC(C)(C)N1	-5	0.2	-1.3	6	2	-3	-11	-2	1
COc1ccccc1-n1cc(-c2ccccc2)c2c(=S)nc[nH]c21	7	-0.2	4.7	2	-17	-3	8	0	-7
Cc1cc(C)cc(NC(=O)[C@H](NC(=O)[C@@H]2Cc3ccccc3CN2)c2ccccc2)c1	13	0.0	1.6	2	7	6	2	-2	-2
O=C(NC(=S)Nc1cc(Cl)ccc1N1CCOCC1)c1ccccc1[N+](=O)[O-]	28	-0.1	0.5	0	23	6	4	12	3
Cc1cc(C)cc(NC(=S)N2CCN(c3ncc(C(F)(F)F)cc3Cl)CC2)c1	-3	0.0	-0.7	0	-11	3	3	5	-3
CCCNC(=O)c1ccccc1NC(=O)Cc1ccc(OC)c(S(=O)(=O)N2CCOCC2)c1	0	0.0	-1.4	-3	7	-4	2	-3	-2
COc1ccccc1/C=C1\SC(=O)N(CCC(=O)N2CCCCC2CCO)C1=O (stereo not given)	19	0.1	1.6	2	7	6	0	3	-9
Cc1ccc(C)c(NC(=O)CN2C(=O)COc3ccc(S(=O)(=O)N4CCCC4)cc32)c1	4	0.3	-2.7	1	6	-8	-2	1	3

3 structures already listed, ordered by length of the SMILES, low to high.
structure	PREPL inhibitor	Efflux pump mplx	PP5 primary	TPT1 inhibitor	ZTA DNA inh	PP1 inh	CTSL1 counter	core dimer inh	EBNA-1 inh
COc1ccccc1-n1cc(-c2ccccc2)c2c(=S)nc[nH]c21	7	-0.2	4.7	2	-17	-3	8	0	-7
CCCNC(=O)c1ccccc1NC(=O)Cc1ccc(OC)c(S(=O)(=O)N2CCOCC2)c1	0	0.0	-1.4	-3	7	-4	2	-3	-2
Cc1ccc(C)c(NC(=O)CN2C(=O)COc3ccc(S(=O)(=O)N4CCCC4)cc32)c1	4	0.3	-2.7	1	6	-8	-2	1	3

Continued.
structure	PREPL inhibitor	Efflux pump mplx	PP5 primary	TPT1 inhibitor	ZTA DNA inh	PP1 inh	CTSL1 counter	core dimer inh	EBNA-1 inh
O=C(NCCCNCc1ccccc1)c1ccc(/C=N/O)nc1	-11	0.0	0.3	1	1	-4	0	-1	-10
CCOc1ncccc1C(=O)OCC(=O)c1cc(OC)ccc1OC	-7	0.0	0.6	1	-10	-5	-2	3	6
Cc1ccsc1CN(C(=O)c1ccc([N+](=O)[O-])cc1)C1CCS(=O)(=O)C1 (stereo not given)	-3	0.0	-1.5	-5	0	-3	-2	8	9
O=C(Nc1nncs1)c1ccccc1NS(=O)(=O)c1cccs1	-1	0.0	3.5	-2	1	-1	2	8	4
O=C(Cn1cnc2ccccc21)NCc1ccccc1	4	0.1	0.6	-1	8	-1	0	2	2
CCCCC(=O)Nc1ccnc(-c2cccnc2)n1	3	0.0	1.2	4	1	2	2	-2	-2
Cc1ccc(C(=O)CCC(=O)NCc2ccc(Cl)cc2)cc1	-15	-0.1	2.5	nt	8	5	nt	nt	nt
O=C(/C=C/c1cccs1)N1CCc2ccccc21	0	0.0	-1.4	3	14	-2	4	2	6
Cc1ccc(-c2ccc(=O)n(CC(=O)NCCN3CCCCC3C)n2)cc1 (stereo not given)	28	-0.1	3.0	-9	-2	-4	-1	-7	15
O=[N+]([O-])c1cc(C(F)(F)F)ccc1NCCCCNS(=O)(=O)c1ccc(Cl)cc1	-29	0.0	3.1	4	7	6	2	1	-14
Cc1sc2ncnc(N3CCC(C(=O)NNC(=O)c4ccccc4Cl)CC3)c2c1C	15	-0.1	-4.0	3	-13	-3	3	-5	0
COc1ccc(N(CC(=O)N/N=C/c2ccc(OC3CSC3)cc2)S(=O)(=O)c2ccccc2)cc1	-21	-0.3	2.0	-6	12	11	-2	31	2
Cc1cccc(-c2cc3nc4c(c(N5CCOCC5)n3n2)CCCC4)c1	24	0.1	2.8	-3	-1	-1	4	3	5
Cc1ccc(NC(=S)N2CCC(NC(=O)C3CCCCC3)CC2)cc1C	18	0.0	1.4	-4	6	3	2	-21	4
Cc1ccc(C(=O)N/N=C/c2ccc(OC(=O)c3ccccc3Cl)cc2)cn1	-1	0.3	-2.3	0	4	9	-5	-9	-3
COc1ccc(CNCCC(c2ccc(F)cc2)c2ccc(OC(C)C)cc2)cc1OC (stereo not given)	-2	0.1	3.9	1	-10	3	0	-2	0
COc1ccc(-n2c(=O)c(CCC(=O)N3CCC(C)CC3)nc3ccccc32)cc1	-12	0.1	1.1	nt	20	-3	nt	nt	nt
Cc1ccc(C(=O)CCS(=O)(=O)c2ccc(F)cc2)cc1	-14	-0.1	-10	-2	-22	-11	30*	-7	-4
CC(C)NC(=O)CSc1nc2sccc2c(=O)n1-c1ccccc1	15	0.2	2.1	12	-21	3	4	8	4
COc1ccc(-c2cc(C(=O)Nc3ccc(C(N)=O)cc3)c3ccccc3n2)cc1OC	-6	0.1	3.0	3	-1	0	7	-2	10
COc1cc(/C=C2\SC(=O)N(c3ccc(O)cc3)C2=O)cc(OC)c1OC	1	-0.1	-0.7	-4	9	1	0	4	-7
COc1cccc(CNC(=O)c2ccccc2SCC(=O)N2CCCC2)c1	9	0.0	-0.3	1	1	26*	-4	-7	-9
COc1ccc(N2CCN(C(=O)CCS(=O)(=O)c3cccc4nsnc34)CC2)cc1	18	-0.2	1.6	-1	0	1	-8	-5	-1
O=C(Nc1ccccc1C(F)(F)F)c1ccccn1	-14	0.0	0.5	1	7	-4	1	0	-8
CCCN(CCC)S(=O)(=O)c1ccc(C(=O)O)cc1	2	0.1	-0.6	0	6	-1	0	7	6
